SF1 activator: activators of human SF-1, primary screen, cell-based, CHO-K1, Gal4-SF-1 LBD, luciferase luminescence; Steroidogenic factor 1 (Homo sapiens), Q13285; CHO-K1 Gal4-SF-1 LBD luciferase reporter; % increase over DMSO SF-1-specific signal; activation, % at 10 µM; 1.9% of 65,000 active; AID 522, 2006;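 active means activation above the mean activation of all tested compounds plus 3 SD, cut at about 50% in these data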
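Test system: CHO-K1 cells with Gal4–hSF-1 LBD chimera plus Gal4-driven luciferase; Input: 4,000 cells/well; Compound: 10 µM only; Times: 20 h compound treatment, 37 °C; Measured by: steady-glow luciferase luminescence, read after 15 min reagent incubation; Measure: percent activation versus DMSO; Control set: DMSO and mock-transfected background; Replicates: one test per compound.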
5HT1E ag: 5-HT1E receptor agonists, primary screen, cell-based, HTS. 5-hydroxytryptamine receptor 1E (Homo sapiens), P28566. CHO 5-HT1E Ga15 NFAT-bla reporter, FRET; 0% DMSO wells, 100% control agonist wells. activation, % at 6 µM. 0.69% of 65,000 active. AID 574, 2007;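 active means activation above a set limit, the screen-wide mean activation plus 3 SD, cut at about 8.5% in these data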;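 further: 100% = positive control agonist at 1 µM giving full maximal response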
tolC growth inh: growth inhibitors of E. coli tolC mutant, primary screen, strain BW25113 ΔtolC::kan, 384-well; OD615; 2.2% of 65,000 active; growth inhibition, % at 10 µM (by protocol);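 active means growth inhibition at or above a cutoff equal to the mean over every tested compound plus 3 SD, cut at about 60% in these data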;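 further: growth measured after 20 h incubation at 37 °C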
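Doses: one dose of 10 µM final / Material: E. coli BW25113 ΔtolC::kan, tolC deletion mutant strain / Buffer or medium: LB with kanamycin 50 µg/mL / Evaluation: percent growth inhibition / Detection: optical density read at 615 nm / Incubation: 37 °C, 20 h exposure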
AP complement: alternative complement pathway inhibitors, primary screen, biochemical, ELISA, human serum, orthogonally pooled compounds | LPS-coated ELISA, C3 deposition; tested in compound mixtures | inhibition, % at 5 µM | 0.08% of 62,000 active | AID 1235, 2008;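 active means inhibition above 30% in each of the two pooled mixtures holding the compound, so the lower value exceeds 30%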;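 further: 0% = serum in Mg-EGTA without compound and 100% = EDTA serum blank; some compounds past the cut are filed as inactive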
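Medium: diluted human serum in Mg2+-EGTA GVB++. Assay system: human serum complement alternative pathway, C3 deposition onto LPS. Also added: Plate-bound LPS. Technique: Anti-C3 ELISA, OD 450 nm. Measure: percent inhibition. Incubation: 1 h at 37 °C. Dosing: 5 µM each compound, pools of ten, 50 µM per pool.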
5HT1E antag: 5-HT1E receptor antagonists, primary screen, cell-based, HTS; 0.99% of 65,000 active; CHO 5-HT1E Ga15 NFAT-bla reporter, FRET, antagonist; AID 571, 2007; inhibition, % at 6 µM;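 active means inhibition above a set limit, the mean inhibition across every tested compound plus 3 SD, cut at about 29% in these data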;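 further: signal is the 460 over 535 nm emission ratio of beta-lactamase substrate; 0% = agonist plus DMSO wells and 100% = wells without agonist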
5-HT1A blocker: human 5-HT1a receptor antagonists, primary screen, cell-based, CHO, Ga15 NFAT-bla reporter; 5-hydroxytryptamine receptor 1A (Homo sapiens), P08908; 0.68% of 62,000 active; CHO 5-HT1a Ga15 NFAT-bla reporter, antagonist mode; inhibition, % at 10 µM;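 active means inhibition above the mean of all tested compounds plus 3 SD, cut at about 43% in these data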;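 further: receptor stimulated by 5-CT agonist at 100 nM near EC80; beta-lactamase reporter measured by ratiometric fluorescence of a cleavable substrate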
Target sequence (P08908 whole entry, looked up): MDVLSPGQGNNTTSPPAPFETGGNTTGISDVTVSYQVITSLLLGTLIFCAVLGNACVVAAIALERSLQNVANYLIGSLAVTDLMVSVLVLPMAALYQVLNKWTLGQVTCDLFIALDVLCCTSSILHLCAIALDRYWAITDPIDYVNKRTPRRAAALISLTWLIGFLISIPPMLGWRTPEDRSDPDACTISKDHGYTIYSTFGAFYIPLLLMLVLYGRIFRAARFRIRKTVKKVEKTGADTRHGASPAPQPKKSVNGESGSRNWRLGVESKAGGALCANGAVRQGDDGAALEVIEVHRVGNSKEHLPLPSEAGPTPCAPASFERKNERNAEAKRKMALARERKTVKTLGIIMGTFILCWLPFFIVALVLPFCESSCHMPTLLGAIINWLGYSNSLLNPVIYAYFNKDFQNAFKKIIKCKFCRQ
S1P1 ag pot: S1P1 agonists and agonism potentiators, primary screen, cell-based, primary and confirmation screens, CRE-bla reporter; S1P1 CRE-bla cells, forskolin, beta-lactamase FRET, potentiator mode; S1P1 agonist co-added at EC20, 2 nM; 100% = saturating reference agonist, 0% = basal; activation, % at 9.5 µM; 0.57% of 56,000 active;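 active means activation above a cutoff set at the mean activation of all tested compounds plus 3 SD, cut at about 54% in these data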;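 further: forskolin at 4 µM as EC80 and the EC20 agonist is SEW2871; 100% = SEW2871 at its EC100 plus forskolin at EC80; some compounds past the cut are filed as inactive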
RORA act: activators of orphan receptor RORA, primary screen, cell-based, luminescence; Nuclear receptor ROR-alpha (Homo sapiens), P35398; CHO-K1 Gal4-RORA LBD luciferase reporter; percent increase over mock-subtracted basal signal; activation, % at 10 µM; 1.5% of 65,000 active;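 active means activation above the mean of all tested compounds plus 3 SD, cut at about 49% in these data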;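 further: 0% = DMSO-treated RORA cells and 100% = added signal equal to DMSO minus mock-transfected cells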
S1P3 agonist: human S1P3 receptor agonists, primary screen, cell-based, primary and confirmation, NFAT-BLA reporter. activation, % at 4.5 µM. S1P3 NFAT-BLA reporter cells, agonism, FRET ratio; relative to 1 µM S1P, basal subtracted. Sphingosine 1-phosphate receptor 3 (Homo sapiens), Q99500. 0.1% of 60,000 active. AID 373, 2006;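 active means activation above the screen-wide mean plus 3 SD, cut at about 4.5% in these data, passing the limit was not always enough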; further: some compounds called inactive have numbers as strong as hits
Target sequence (Q99500 whole entry, looked up): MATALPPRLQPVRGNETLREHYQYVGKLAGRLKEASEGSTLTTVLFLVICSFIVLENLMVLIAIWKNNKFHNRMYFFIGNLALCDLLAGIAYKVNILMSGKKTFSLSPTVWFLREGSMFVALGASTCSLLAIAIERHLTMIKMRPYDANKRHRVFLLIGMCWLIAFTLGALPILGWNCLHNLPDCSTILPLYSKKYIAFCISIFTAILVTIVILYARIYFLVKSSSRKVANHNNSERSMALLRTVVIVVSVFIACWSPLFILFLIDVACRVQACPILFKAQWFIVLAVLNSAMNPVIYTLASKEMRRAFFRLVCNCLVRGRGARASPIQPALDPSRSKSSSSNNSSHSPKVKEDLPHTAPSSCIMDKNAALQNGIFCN
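Measure – % activation relative to 1 µM S1P (100%), per plate · System – stable CHO line with human S1P3, Gα16, NFAT-BLA reporter · Timing – cells plated overnight, compound 4 h 37 °C, substrate 2 h RT · Technique – fluorescent BLA substrate, ex 405 nm, em 460/535 nm ratio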
* = called active by the depositor; x = not tested or not shown. Rows were taken by chance, and some 7.1% of all compounds hit somewhere here.

Molecule	SF1 activator	S1P3 agonist	5HT1E antag	5HT1E ag	tolC growth inh	AP complement	S1P1 ag pot	5-HT1A blocker	RORA act
CC12CCC(c3c(C(=O)Nc4nccs4)nn(-c4ccccc4)c31)C2(C)C (centres undefined)	-6	0.8	-5	1.4	25	7	24	-1	-2
COc1cc(C(=O)N(CCc2ccccc2)C2CC3CCC(C2)N3C)cc(OC)c1OC (centres undefined)	8	0.0	-8	-1.4	-16	21	-6	4	-2
COc1ccc(-n2ccnc2SCC(=O)Nc2ccccc2)cc1	13	-0.3	0	-0.5	19	18	6	3	10
COC(=O)c1ccc(C(=O)OC)c(NC(=O)c2ocnc2C)c1	-10	x	5	-0.6	-12	6	x	2	-4
Brc1ccc(-c2nnc3sc(CN4CCc5ccccc5C4)cn23)cc1	-1	-0.7	4	-1.1	-13	10	-19	-2	13
O=C(CN1CCN(c2cccc(Cl)c2)CC1)N1CCCC1	-16	-0.6	-2	1.5	-14	-12	-14	-9	-15
Cc1nc(SCC(=O)N2CCC(C(N)=O)CC2)n[nH]1	0	-0.1	1	-1.5	-7	-14	2	3	4
O=c1[nH]c(=S)[nH]nc1Cc1ccccc1	13	x	-13	0.9	-5	-1	x	2	3
CCC(=O)c1cc(-c2nc3ccccc3n2C)n(C)c1	-11	1.3	-2	-0.8	-7	17	-12	-9	-14
CCOC(=O)CNc1nc(-c2ccncc2)nc2ccccc12	1	-0.6	0	1.6	14	2	-10	3	-22
O=C(c1cnccn1)N1CCN(C/C=C/c2ccccc2)CC1	-8	x	0	0.7	-11	12	x	0	2
COc1ccccc1C(=O)Nc1ccccn1	43	-1.2	2	-0.4	-7	-7	-2	5	45
CS(=O)(=O)c1ccc2nc(NC(=O)C3COc4ccccc4O3)sc2c1 (centres undefined)	52*	-0.5	0	0.1	9	5	17	-5	7
NC(=O)CN1CCOCCN(CC(N)=O)CCOCC1	0	-0.8	-1	0.6	-6	19	-2	-6	4
CCOC(=O)c1sc2ncn(CC(=O)N(CC)CC)c(=O)c2c1C	-17	-0.8	6	-0.5	-1	13	-3	11	-11
CC1CCN(CC(=O)N2c3ccccc3CCc3ccccc32)CC1	-1	-0.8	-1	0.5	-11	10	-10	-7	-2
Cn1c(SCC(=O)Nc2ccc3c(c2)oc2ccccc23)nnc1-c1ccccc1	22	-0.9	6	1.0	-1	19	14	1	17
Cc1nc2ccccc2c(=O)n1C1CCCCCC1	8	-0.8	-3	-0.1	5	18	-24	-2	4
CCSCCOC(=O)C1=C(C)NC(=O)NC1c1cccc(OC)c1OC (centres undefined)	-1	0.0	-3	-0.1	10	3	-7	-11	-9
CCC1(C)CC(=O)N(c2ccc(C(=O)O)c(O)c2)C1=O (centres undefined)	-8	-0.9	0	0.4	-23	0	-11	1	-18
COc1ccc(-n2c(=O)cc(N3CCN(c4ccccc4OC)CC3)[nH]c2=O)cc1	-6	0.3	4	-0.1	-11	9	-4	1	-22
COc1ccc(OCc2nn3c(Cn4cnc5ccccc54)nnc3s2)cc1	-6	0.0	2	0.1	30	21	25	2	10
CCC(C)NC(=O)C1(C)CCC(=O)N1Cc1ccccc1OC (centres undefined)	-1	1.6	-1	-0.1	-14	3	1	-2	3
CC(C)n1c(SCC(N)=O)nc2c1c(=O)[nH]c(=O)n2C	-10	-1.4	3	-1.1	-1	-21	5	5	-12
C#CC(C)(CC)NC(=O)c1cc(OC)c(OC)c(OC)c1 (centres undefined)	-5	-0.8	10	-1.6	-15	15	7	1	-1
Cc1noc(C)c1C(=O)Nc1nnc(-c2ccccc2)s1	-16	0.4	-4	-1.3	-16	15	-11	-10	-6
CCOC(=O)c1[nH]c(C)c(CN(CCc2ccccc2)S(C)(=O)=O)c1C	-21	-0.2	-2	0.0	4	18	3	7	-12
O=C(CCC(=O)OCC(=O)c1ccccc1)NC1CCCCC1	-7	-1.9	-5	-0.3	-5	-5	x	8	10
Cc1ccc(C)c(N2CCN(C(=O)CCCCn3c(=O)[nH]c4ccccc4c3=O)CC2)c1	-17	0.1	-16	-0.3	15	20	9	-4	-3
Cc1sc2nc(SC(C)C)nc(N)c2c1C	3	-1.5	11	-0.8	13	6	-7	17	0

Part of the list above in order of number of heavy atoms, largest number first.
Molecule	SF1 activator	S1P3 agonist	5HT1E antag	5HT1E ag	tolC growth inh	AP complement	S1P1 ag pot	5-HT1A blocker	RORA act
CCOC(=O)c1[nH]c(C)c(CN(CCc2ccccc2)S(C)(=O)=O)c1C	-21	-0.2	-2	0.0	4	18	3	7	-12
C#CC(C)(CC)NC(=O)c1cc(OC)c(OC)c(OC)c1 (centres undefined)	-5	-0.8	10	-1.6	-15	15	7	1	-1
Cc1sc2nc(SC(C)C)nc(N)c2c1C	3	-1.5	11	-0.8	13	6	-7	17	0

The list goes on.
Molecule	SF1 activator	S1P3 agonist	5HT1E antag	5HT1E ag	tolC growth inh	AP complement	S1P1 ag pot	5-HT1A blocker	RORA act
CCCCC(CC)Cn1c(N)c(C#N)c2nc3ccccc3nc21 (centres undefined)	-2	3.0	-14	17*	-4	24	-269	-68	-3
CNC(=O)Nc1ccccc1NC(=O)NC	-13	-0.7	-1	0.5	3	17	-4	-4	0
CCn1ncc(Br)c1C(=O)Nc1sc2c(c1C(=O)OC)CCC2	-10	0.1	-2	-0.1	-11	6	1	-8	-12
c1ccc(-c2nnc3sc(-c4ccncc4)nn23)cc1	28	0.1	2	-0.5	-14	4	-18	-5	9
Cc1ccc(N2CC(C(=O)N3CCCc4ccccc43)CC2=O)cc1 (centres undefined)	14	-1.5	3	-0.2	8	19	-5	3	-6
O=C(Cc1ccccc1)N1CCC(c2nc(-c3ccc(F)cc3)no2)CC1	-4	-0.1	-6	1.1	46	-16	21	-19	5
COc1ccc(N2C(=O)CN=C2Nc2nc(C)cc(C)n2)cc1	-8	-2.7	7	0.6	8	x	-8	x	-20
O=C(CCc1nc2ccccc2c(=O)[nH]1)OCc1nnc(-c2ccccc2)o1	8	-0.8	-3	0.3	1	-2	14	3	19
CC(C)(C)NS(=O)(=O)c1ccc(CCC(=O)O)cc1	-16	-0.4	-3	-0.4	-13	14	-18	10	-14
c1ccc(Cn2nnnc2C(c2cccs2)N2CCc3ccccc3C2)cc1 (centres undefined)	-14	-1.1	13	-0.6	51	4	40	52*	10
O=C(Nc1ccc2c(c1)OCO2)C1(S(=O)(=O)c2ccc(Cl)cc2)CC1	-2	-0.7	-2	-1.7	3	16	6	-5	-6
CC(C)N(Cc1nc(-c2ccc(Cl)cc2)no1)C(=O)CCC1CCCC1	-8	-1.0	-6	0.5	72*	8	0	8	10
CC1(C)CC(=O)C(C=Nc2ccc(Cl)cn2)=C(O)C1	-15	-5.1	6	-0.7	-7	x	7	x	-18
COc1cccc(NC(=O)N2CCCC(C(=O)Nc3ccccc3OC)C2)c1 (centres undefined)	-5	-0.4	-3	0.1	2	-3	-9	0	-8
CC(=O)Nc1c(C(=O)N2CCN(c3ncccn3)CC2)cnn1-c1ccccc1Cl	-7	-0.1	5	-0.1	-12	1	-28	0	4
O=S(=O)(NCC(c1cccnc1)N1CCN(c2ccc(F)cc2)CC1)c1cc(F)ccc1F (centres undefined)	-11	-0.9	-2	1.6	4	x	-5	-12	-10
CCn1cc(C(=O)Nc2ccc(C(=O)N3CCCC3)cc2)c(=O)c2ccc(C)nc21	-16	0.3	8	0.2	-4	-14	-3	-5	-4
COc1cc(C(=O)NCc2cn3ccccc3n2)cc(OC)c1OC	3	-1.3	6	0.1	4	x	-25	-2	-4
O=C(CCN1C(=O)c2ccccc2C1=O)NCc1ccncc1	9	0.0	-7	0.6	-2	8	-14	-7	-1
COc1cccc(C2C(C#N)=C(N)OC3=C2C(=O)CC(c2ccco2)C3)c1OCc1ccc(F)cc1 (centres undefined)	-9	-1.1	0	0.0	39	-1	-5	-10	-15
CCCCC(=O)Nc1nnn(CCC)n1	22	-1.2	-12	-0.3	-11	-2	x	1	-6
CCc1ccc(NC(=O)c2noc3c2CCCCC3)cc1	67*	0.9	-5	0.2	-23	3	-3	6	67*
Cc1nn(C(C)(C)C)c(OC(=O)c2cccs2)c1S(=O)(=O)c1ccccc1	-6	0.1	-12	0.3	46	-1	-46	20	-23
Cc1nc2nc(C)c(CCC(=O)NCCC3=CCCCC3)c(C)n2n1	18	-0.2	-1	-0.2	-7	5	10	-11	4
O=C1c2ccccc2C(=O)N1c1ccc(-c2nc3ccccc3o2)cc1	-1	-1.4	4	0.3	1	17	7	-4	-9
CCOC(=O)N1CCN(C(=O)CCc2nc3sc4c(c3c(=O)[nH]2)CCCC4)CC1	1	x	5	-0.5	12	13	x	-5	-7
O=c1[nH]c2ccc(S(=O)(=O)NCc3ccccn3)cc2s1	6	x	-2	0.0	-17	21	x	-10	2
O=C(O)c1ccc(Cn2cc(Cl)cn2)cc1	5	-0.4	5	1.5	-18	7	-18	-5	-5
Cc1ccccc1Cn1c(CN2CCN(C(=O)c3ccco3)CC2)nc2c1c(=O)n(C)c(=O)n2C	4	-1.0	-9	-0.6	2	10	14	-10	10
CS(=O)(=O)N(CC(=O)NC1CCCCCC1)Cc1ccccc1	-4	-1.8	-8	0.2	7	11	x	3	-13
CC(C)CCNC(=O)C(c1ccco1)N(C(=O)Cn1nnc2ccccc21)c1ccc2c(c1)OCO2 (centres undefined)	-1	-0.4	6	0.0	-3	5	12	12	-4
CCOC(=O)N1CCN(C(=O)c2ccc3c(SCC(=O)O)c4c(nc3c2)CCC4)CC1	-10	0.3	-7	-0.4	-15	8	-12	-1	-3
CCOc1ncccc1C(=O)OCCN1C(=O)c2ccccc2C1=O	8	-0.4	-1	0.5	1	22	-1	15	-9
Cc1cccc(N2CCN(C(=O)C3CCN(S(=O)(=O)c4cccc5cccnc45)CC3)CC2C)c1 (centres undefined)	8	-0.2	5	0.6	4	15	23	-4	15

From PubChem BioAssay
